Bioassay records deposited in PubChem by MTDP.
RNase H inhibition: RNase H inhibition, HIV 1 Gag Pol polyprotein, FRET biochemical assay, screening (AID 372). 100,000 tested, 0.77% active. HIV-1 RT RNase H, FRET RNA/DNA substrate fluorescence; higher % means a stronger effect. inhibition, % at 10 µM, or IC50 in µM where a hit was titrated; in the data active means inhibition above about 50%
The depositor's hits bear a star.

SMILES	RNase H inhibition
O=Cc1ccc(-c2ccc(C(=O)O)cc2)o1	0%
O=C(O)CCC(=O)NNC(=O)c1cccc(O)c1	0%
COc1cc(/C=C2\N=C(c3ccc(Cl)c([N+](=O)[O-])c3)OC2=O)ccc1OCc1ccc(F)cc1	15%
Cc1cc(Cl)cc(Cl)c1OCC(=O)Nc1ccccc1[N+](=O)[O-]	13%
CCCC(=O)Nc1nnc(-c2cccc(OCC)c2)s1	12%
Oc1ccccc1C1=Nc2ccccc2N=C(C(F)(F)F)C1	3%
Cc1[nH]n(-c2ccccc2)c(=O)c1C=Nc1ccc(S(=O)(=O)N(C)C)cc1	7%
CCOc1ccc(C(=O)N2CCCc3ccccc32)cc1OCC	4%
COc1ccc(/C=C/C(=O)O)cc1S(=O)(=O)N(C)CCO	0%
CCCOc1ccccc1C1C(C(=O)OCCSCC)=C(C)NC2=C1C(=O)CC(c1ccccc1)C2 (stereo not given)	7%
O=C(NCCN1CCN(C(=O)c2cccc([N+](=O)[O-])c2)CC1)C(=O)Nc1ccc(F)cc1	10%
O=C(O)c1ccc(CN2C(=O)c3ccc(Oc4cccc([N+](=O)[O-])c4)cc3C2=O)cc1	12%
Brc1ccc(/C=N/n2c(-c3ccccc3)nnc2-c2ccccc2)cc1	27%
CCOc1ccc(C=NN2CCN(c3ccc(Cl)cc3)CC2)cc1	9%
Cn1c2c(c3cc([N+](=O)[O-])ccc31)CCCC2=O	8%
Cc1cc(C(=O)N/N=C/C(Br)=C\c2ccccc2)c(C)o1	33%
Cc1ccc(-c2ccccc2)n1-c1ccc(C(=O)O)cc1	8%
Cc1ccc(C(=O)N/C(=C/c2ccccc2)C(=O)Nc2ccc(Br)cc2)cc1	0%
Cc1c(OC(=O)C2CCCCC2)ccc2c1oc(=O)c1ccccc12	0%
Cc1ccccc1NCC(=O)N/N=C\c1cccc(Cl)c1	10%
COc1ccccc1N1C(=O)c2cccc3c(Cl)ccc(c23)C1=O	7%
O=C(Nc1ccc(O)cc1)c1ccc2c(c1)C(=O)N(c1ccccn1)C2=O	13%
Cc1cccc(C2(c3cccc(C)c3)CC2C(=O)Nc2ccccc2Cl)c1 (stereo not given)	6%
COc1ccccc1C(=O)N/N=C(\C)c1ccc(C)o1	6%
CN(C)c1ccc(NC(=O)C2CC(=O)N(c3ccc(F)cc3)C2)cc1 (stereo not given)	5%
Cc1cc(C)c(NC(=O)c2ccc3c(c2)C(=O)N(c2ccc(Sc4ccc([N+](=O)[O-])cc4)cc2)C3=O)c(C)c1	30%
O=C1CC(N2CCC(Cc3ccccc3)CC2)C(=O)N1CCc1ccccc1 (stereo not given)	21%
O=C(Nc1ccccc1)/C(=C\c1cccs1)NC(=O)c1ccccc1	13%
CCOC(=O)c1ccc(NC(=O)Cc2ccc(Br)cc2)cc1	3%
COc1ccc(-n2c(SCC(=O)N3CCOCC3)nc(O)c(Cc3ccccc3)c2=O)cc1	2%
CC1CC(C)CN(c2ccc(-n3cnnn3)cc2[N+](=O)[O-])C1 (stereo not given)	37%
CCOC(=O)C1=C(O)/C(=C\c2ccc(CNC(=O)C(=O)Nc3ccc(Cl)c(Cl)c3)o2)N=C1C	15%
CC1=C(C(=O)OCCC(C)C)C(c2ccc(Br)cc2)NC(=O)N1 (stereo not given)	28%
Cc1cc(-c2ccc(/C=c3\sc4nc5cc(Br)cnc5n4c3=O)o2)c(C)c([N+](=O)[O-])c1	1%
O=C1OC(/C=C/c2ccccc2)=NC/1=C/c1ccc(-c2ccc3c(c2)C(=O)NC3=O)o1	33%
COc1ccc(CNCc2cccc(F)c2)c(OC)c1	10%
COC(=O)C1=C(C)N(c2ccc(F)cc2)C(=O)/C1=C\c1ccc([N+](=O)[O-])cc1	11%
CCc1ccc(OCC(=O)Nc2ccc(N3CCN(C(C)=O)CC3)cc2)cc1	21%
Cc1ccc(N2C(=O)C3C4c5ccccc5C(C)(c5ccccc54)C3C2=O)cc1 (stereo not given)	13%
COc1ccc(-n2c(SCC(=O)Nc3nc4ccccc4s3)nc(O)c(Cc3ccccc3)c2=O)cc1	8%
COc1cc(C2C(C(C)=O)=C(O)C(=O)N2c2ccc(Br)cc2)ccc1O (stereo not given)	0%
COc1ccc(C2=N/C(=C\N(C)C)C(=O)O2)cc1	8%
COc1cc(/C=C2\C(=O)NC(=O)N(c3ccc(C)c(C)c3)C2=O)cc(I)c1O	10%
O=C1NC(=S)S/C1=C\c1ccccc1OS(=O)(=O)c1ccc([N+](=O)[O-])cc1	13%
CCOC(=O)C(=CNc1ccccc1O)C(=O)OCC	8%
COc1ccc(C(=O)Nc2ccc(Cl)c([N+](=O)[O-])c2)c(OC)c1	8%
COc1cccc(CNC2CCCc3ccccc32)c1OC (stereo not given)	11%
CC(=O)Nc1ccc(S(=O)(=O)N(Cc2ccccc2)C(C)C)cc1	6%
CC(NC(=O)CCC(=O)O)c1ccccc1 (stereo not given)	2%
CCOc1ccc(C(=O)Nc2cccc(-c3nc4ccccc4s3)c2)cc1	5%
COc1cc(C)ccc1OCCCOc1cccc(C=O)c1	35%
CCCC(=O)Nc1cc(-c2nc3cc(C)c(C)cc3o2)ccc1C	5%
COc1ccc(CN2CCC(N3CCCCC3)CC2)cc1Br	7%
CCOc1ccc(N2C(=O)/C(=C/c3cccn3-c3ccccc3)C(=O)NC2=S)cc1	44%
CC(=O)N1CCN(c2ccc(NC(=O)c3cc(I)ccc3Cl)cc2)CC1	6%
Cn1c(=O)c2c(ncn2CC(=O)N2CCc3ccccc3C2)n(C)c1=O	3%
O=C1C(Cl)=C(Nc2ccccc2)C(=O)N1c1cccc(Cl)c1	5%
Cc1cc(=O)n2[nH]c(Cc3ccccc3)c(-c3ccc(Cl)cc3)c2n1	11%
Fc1ccc(C2C=C(c3ccccc3)NC(=S)N2)cc1 (stereo not given)	7%
CCOc1ccc(NC(=O)CSc2nc3ccccc3c(=O)n2-c2ccccc2)cc1	7%

The list continues.
SMILES	RNase H inhibition
CC(=O)Nc1ccc(NC(=O)c2cccc3ccccc23)cc1	32%
CC(C)CNC(=O)c1cccc(NC(=O)Cc2ccc(Cl)cc2)c1	15%
CN1C(=O)CS/C1=N/S(=O)(=O)c1ccc([N+](=O)[O-])cc1	10%
O=C1CC(N=CN2CCOCC2)=NN1c1ccccc1	11%
CCCCOCP(=O)(CCC)COCCCC	0%
COc1ccc(S(=O)(=O)Nc2cccc(Cl)c2C)cc1	1%
O=C1c2ccccc2C(=O)N1c1ccc2nc(SCc3ccccc3)sc2c1	0%
O=C(Nc1nccs1)C1COc2ccccc2O1 (stereo not given)	7%
CCCNC(=S)N1CC2(C)CN(C(=O)C(=O)OCC)CC(C)(C1)C2=O	19%
CCC(CC)NC(=O)c1ccccc1I	12%
Cc1ccc(-c2nc3c(C)cccn3c2NC(=O)c2ccccc2)cc1	5%
O=C(NC(=S)Nc1ccccc1Cl)c1cccc(Br)c1	0%
c1ccc(CN2CCN(c3nc4ccccc4[nH]3)CC2)cc1	19%
Oc1c(Br)cc(/C=N/Nc2nnc3c(n2)[nH]c2ccccc23)cc1Br	0%
Cc1ccc(-c2ccc(C(=O)Nc3cccnc3)o2)cc1Cl	18%
O=C(NC1CCCCC1)N(Cc1ccccc1)Cc1ccco1	0%
CCOC(=O)C1=C(C)NC(C)=C(C(=O)OCC)C1c1ccc(OCC(N)=O)cc1	0%
Cc1ccc(C(=O)Nc2ccc3c4c(cccc24)CC3)cc1[N+](=O)[O-]	6%
COc1ccc(CNCc2ccccc2Cl)cc1OC	0%
CCCCn1c(=S)[nH]c2ccccc21	6%
N#C/C(=C/c1cccc2ccccc12)c1ccc([N+](=O)[O-])cc1	36%
Cc1ccc(C(=O)O/C(=C/c2nccn2Cc2ccccc2)c2ccc(C)cc2)cc1	9%
Cc1ccccc1C(=O)NNC(=O)C(C)N1C(=O)c2ccccc2C1=O (stereo not given)	16%
Cc1ccc(CNC(=O)CN(c2cccc3ccccc23)S(C)(=O)=O)cc1	2%
CCOc1cc(/C=C2\C(=O)NC(=O)N(c3ccc(Br)cc3)C2=O)cc(Cl)c1O	14%
Cc1ccc(C(=O)Nc2ccc(I)cc2C)cc1C	13%
CCOC(=O)C1CCN(C(=O)c2ccc(I)cc2)CC1	2%
Cc1ccc2oc(-c3ccc(Cl)c(NC(=S)NC(=O)c4cccc(Cl)c4)c3)nc2c1	30%
Cc1ccccc1NC(=O)/C(C#N)=C\c1cc(C)n(-c2ccccc2C)c1C	6%
O=C(CSc1ccc(Cl)cc1)Nc1ccc(-c2nc3ccccc3[nH]2)cc1	22%
O=C1S/C(=C\c2ccc(Br)o2)C(=O)N1c1ccc(Cl)cc1	13%
COc1ccc(CNC(=O)CN(c2c(C)n(C)n(-c3ccccc3)c2=O)S(=O)(=O)c2ccccc2)cc1	4%
O=C(O)CN1C(=O)/C(=C\c2ccc(Br)c([N+](=O)[O-])c2)SC1=S	41%
CCN1C(=O)c2ccccc2S1(=O)=O	0%
O=C(COc1ccc(Cl)cc1)Nc1ccc(-c2nc3ccccc3o2)c(O)c1	14%
O=C1CC(NCCc2ccccc2)C(=O)N1c1cccc(Cl)c1 (stereo not given)	15%
CCCCCCCCCCCCSc1ccc(S(=O)(=O)c2ccccc2)cc1	14%
CC(=O)Nc1nnc(-c2ccncc2)s1	6%
COc1cc(NC(=O)c2cc(Cl)c(OC)c(Cl)c2)ccc1NC(=O)c1ccco1	10%
NC(=O)C1CCN(c2ccc(C(F)(F)F)cc2[N+](=O)[O-])CC1	2%
CN(C1CCS(=O)(=O)C1)S(=O)c1ccc2ccccc2c1 (stereo not given)	3%
CC(=O)C1C(=O)C=C(c2cccs2)CC1c1ccccc1 (stereo not given)	0%
O=c1nc(-c2ccc(Cl)cc2)c2ccccc2[nH]1	7%
CN1CCN(C2=NC(=O)/C(=C\c3cccc4c3OCO4)S2)CC1	9%
C#CCOC(=O)C(NC(=O)c1ccccc1)=C1CCCCC1	4%
COc1ccc(N(CC(=O)NC(C)(C)C)S(=O)(=O)c2ccc(C)cc2)cc1OC	5%
O=C(CN1C(=O)/C(=C\c2ccccc2F)SC1=S)Nc1ccc(C(=O)O)cc1	11%
CC(COc1ccccc1)COc1ccc(/C=C2/SC(=S)NC2=O)cc1 (stereo not given)	12%
C#Cc1cccc(N2C(=O)c3ccc([N+](=O)[O-])cc3C2=O)c1	10%
CCOc1ccc(C(NC(=O)c2ccccc2F)c2ccc(OC)c(OC)c2)cc1 (stereo not given)	5%
CCC(C#CCN1CCCCC1)(CC)OCCC#N	7%
O=C(/C=C/c1ccccc1Cl)Nc1cc([N+](=O)[O-])ccc1F	7%
O=C(COc1ccc(Cl)cc1Br)NCC1CCCO1 (stereo not given)	2%
COc1ccc(Cl)cc1/C=C1\C(=O)NC(=O)N(c2cccc(Br)c2)C1=O	13%
COc1ccc(/C=C/C(=O)n2nc(C)cc2C)cc1	0%
CCOc1cc(C=C2C(=O)N(C)C(=S)N(C)C2=O)ccc1O	7%
CCOc1cc(/C=C2/SC(N)=NC2=O)ccc1OCc1ccc(F)cc1	5%
Clc1cccc(C=Nc2ccc(N=Cc3cccc(Cl)c3Cl)cc2)c1Cl	16%
COc1ccc(C(=O)NC(=S)Nc2ccc(Br)cc2)cc1[N+](=O)[O-]	0%
CCOc1ccc(N/C=C(/C#N)c2nc(-c3ccc(F)cc3)cs2)cc1	11%

Given in markdown: part of the list above.
| smiles | RNase H inhibition |
| --- | --- |
| O=C(COc1ccc(Cl)cc1Br)NCC1CCCO1 (stereo not given) | 2% |
| COc1ccc(/C=C/C(=O)n2nc(C)cc2C)cc1 | 0% |

More entries:
SMILES	RNase H inhibition
COc1ccc(OC(C)C(=O)Nc2ccc([N+](=O)[O-])cc2OC)cc1 (stereo not given)	0%
NC(N)=NS(=O)(=O)c1ccc(NC(=S)NC(=O)/C=C/c2ccc(Br)cc2)cc1	19%
CCc1ccc2oc(-c3cccc(NC(=S)NC(=O)c4ccc(F)cc4)c3)nc2c1	20%
CCOC(=O)C(CCOc1ccc(Cl)c(C)c1)C(=O)OCC	5%
CCN(CC)C(=O)c1ccccc1NC(=O)c1ccccc1	0%
Cc1ccccc1-n1nnnc1C(c1ccccc1)N(C)Cc1ccc(Br)cc1 (stereo not given)	4%
O=C1/C(=C/c2ccc(Cl)cc2)SC(=S)N1C1CCCCC1	15%
Cc1ccc(N2C(=O)c3ccc(C(=O)OCC(=O)c4ccc(Cl)c([N+](=O)[O-])c4)cc3C2=O)cc1	9%

Among those listed so far, these contain fluorine.
SMILES	RNase H inhibition
COc1cc(/C=C2\N=C(c3ccc(Cl)c([N+](=O)[O-])c3)OC2=O)ccc1OCc1ccc(F)cc1	15%
Oc1ccccc1C1=Nc2ccccc2N=C(C(F)(F)F)C1	3%
O=C(NCCN1CCN(C(=O)c2cccc([N+](=O)[O-])c2)CC1)C(=O)Nc1ccc(F)cc1	10%
CN(C)c1ccc(NC(=O)C2CC(=O)N(c3ccc(F)cc3)C2)cc1 (stereo not given)	5%
COc1ccc(CNCc2cccc(F)c2)c(OC)c1	10%
COC(=O)C1=C(C)N(c2ccc(F)cc2)C(=O)/C1=C\c1ccc([N+](=O)[O-])cc1	11%
Fc1ccc(C2C=C(c3ccccc3)NC(=S)N2)cc1 (stereo not given)	7%
NC(=O)C1CCN(c2ccc(C(F)(F)F)cc2[N+](=O)[O-])CC1	2%
O=C(CN1C(=O)/C(=C\c2ccccc2F)SC1=S)Nc1ccc(C(=O)O)cc1	11%
CCOc1ccc(C(NC(=O)c2ccccc2F)c2ccc(OC)c(OC)c2)cc1 (stereo not given)	5%
O=C(/C=C/c1ccccc1Cl)Nc1cc([N+](=O)[O-])ccc1F	7%
CCOc1cc(/C=C2/SC(N)=NC2=O)ccc1OCc1ccc(F)cc1	5%
CCOc1ccc(N/C=C(/C#N)c2nc(-c3ccc(F)cc3)cs2)cc1	11%
CCc1ccc2oc(-c3cccc(NC(=S)NC(=O)c4ccc(F)cc4)c3)nc2c1	20%

Not all compounds are listed. The share of hits here may be higher or lower than overall.
